# Compound activity from PubChem.
# SMARCA2 activ = increases SMARCA2 function in MMTV reporter cells. activation, % at 9.1 µM. MG213 cells, MMTV-luciferase reporter, dexamethasone, overnight. 370,000 compounds, 1% hits; in the data active = activation above about 7.8%;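 note: 0% = vehicle wells and 100% = reference activator wells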
# PLCg1 inh = PLC-gamma1 (human) inhibition, primary screen | inhibition, % at 12.2 µM | P19174 | 370,000 compounds, 0.84% hits | purified PLC-gamma1, fluorogenic substrate, fluorescence; in the data active = inhibition above about 9.5%
# Target sequence (P19174 whole entry, looked up): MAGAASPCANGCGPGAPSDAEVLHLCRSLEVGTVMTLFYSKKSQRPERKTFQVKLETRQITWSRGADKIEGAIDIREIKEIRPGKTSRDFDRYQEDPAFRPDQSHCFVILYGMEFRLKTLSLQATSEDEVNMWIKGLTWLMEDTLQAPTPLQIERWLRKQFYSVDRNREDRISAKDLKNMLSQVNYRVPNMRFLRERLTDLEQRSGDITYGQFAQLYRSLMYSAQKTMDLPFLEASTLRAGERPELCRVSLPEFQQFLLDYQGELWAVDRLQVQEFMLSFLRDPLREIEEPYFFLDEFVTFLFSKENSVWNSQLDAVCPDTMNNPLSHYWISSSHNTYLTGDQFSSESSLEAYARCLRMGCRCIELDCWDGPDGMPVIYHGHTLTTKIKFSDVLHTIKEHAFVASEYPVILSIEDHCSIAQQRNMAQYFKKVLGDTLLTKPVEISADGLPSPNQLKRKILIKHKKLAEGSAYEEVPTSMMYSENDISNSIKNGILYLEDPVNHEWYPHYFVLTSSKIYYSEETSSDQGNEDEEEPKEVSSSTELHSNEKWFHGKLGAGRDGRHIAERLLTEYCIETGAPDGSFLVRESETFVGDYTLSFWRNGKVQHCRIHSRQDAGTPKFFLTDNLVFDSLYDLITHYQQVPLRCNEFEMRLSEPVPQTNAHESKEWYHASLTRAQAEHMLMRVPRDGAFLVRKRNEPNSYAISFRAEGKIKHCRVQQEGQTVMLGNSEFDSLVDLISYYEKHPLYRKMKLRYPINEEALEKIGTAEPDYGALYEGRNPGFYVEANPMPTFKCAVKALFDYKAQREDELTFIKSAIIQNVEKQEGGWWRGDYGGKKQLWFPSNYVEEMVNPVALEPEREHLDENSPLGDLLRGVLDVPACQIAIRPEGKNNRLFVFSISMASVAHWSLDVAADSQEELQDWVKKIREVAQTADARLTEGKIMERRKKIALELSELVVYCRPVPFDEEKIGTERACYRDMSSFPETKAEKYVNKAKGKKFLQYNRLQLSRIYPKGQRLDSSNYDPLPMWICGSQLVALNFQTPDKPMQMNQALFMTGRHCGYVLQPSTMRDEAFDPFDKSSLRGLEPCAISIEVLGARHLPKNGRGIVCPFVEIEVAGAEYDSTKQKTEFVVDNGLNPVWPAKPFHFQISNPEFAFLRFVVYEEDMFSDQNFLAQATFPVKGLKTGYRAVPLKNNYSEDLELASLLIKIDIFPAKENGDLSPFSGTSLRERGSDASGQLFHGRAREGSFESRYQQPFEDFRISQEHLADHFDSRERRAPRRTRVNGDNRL
# Rev-erbA mod = Rev-erb alpha (human) modulation. activity, % at 10 µM. P20393. AID 1259318. 370,000 compounds, 0.79% hits. Rev-erbα–FITC-DNA binding, fluorescence polarization, 90 min;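 active = activity above about 14%, limit read from the data; passing the limit was not always enough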;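 note: 0% = DMSO wells with 35 nM protein and 100% = DMSO wells with 750 nM protein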
# hgDAF-12 ag = agonists of H. glycines DAF-12 nuclear receptor; HEK293 GAL4-hgDAF12 UAS-luciferase reporter, agonist luminescence; normalized to butyrate control; activation, % at 6.8 µM; 370,000 compounds, 1.8% hits;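 active = activation above a cutoff set at the mean of all screened compounds plus 3 SD, cut at about 10% in these data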;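 note: 0% = DMSO wells and 100% = sodium butyrate wells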
# PLCb3 inh = blocks human PLC-beta3 enzyme activity | Q01970 | Purified PLC-beta3, fluorogenic substrate, fluorescence | inhibition, % at 12.2 µM | 370,000 compounds, 0.18% hits; in the data active = inhibition above about 11%;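 note: 0% = median of compound wells on plate and 100% = full blocker control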
# ssDAF12 agonist = activates DAF-12 receptor from parasite S. stercoralis | HEK293 ssDAF-12/GRIP1 lit1-tk-luc reporter, luminescence; % of 3 µM dafachronic acid response | activation, % at 6.8 µM | 370,000 compounds, 1% hits;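 active = activation above the mean over all tested compounds plus 3 SD, cut at about 0.9% in these data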;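 note: 0% = DMSO-only wells and 100% = 3 µM delta7-dafachronic acid wells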
# DAX1 inh-1 = inhibits human nuclear receptor DAX1. P51843. HEK293 Gal4-DAX1 luciferase reporter, luminescence. inhibition, % at 6.75 µM. 340,000 compounds, 0.99% hits. AID 504766;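 active = inhibition above the mean over all tested compounds plus 3 SD, cut at about 4.2% in these data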;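 note: 0% = DAX1-transfected cells with DMSO and 100% = empty-vector control cells with DMSO; inhibition shows as a rise in luminescence from relieved DAX1 repression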
# DAX1 inh-2 = blocks DAX1 repression of SF-1 activated StAR promoter; HEK293T StAR-luciferase reporter, SF-1/DAX-1 repression relief; inhibition, % at 6.8 µM; 370,000 compounds, 1.1% hits; AID 652010;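 active = inhibition above the mean over all tested compounds plus 3 SD, cut at about 3.6% in these data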;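 note: 0% = DAX-1 cells with DMSO and 100% = cells lacking DAX-1 with DMSO; higher inhibition means more luminescence from relief of DAX-1 repression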
# ADAM17 inh = inhibitors of human ADAM17. P78536. recombinant ADAM17, EDANS/DABCYL FRET peptide cleavage. inhibition, % at 6.95 µM. 370,000 compounds, 0.83% hits. AID 720648;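 active = inhibition above the mean of compounds lying between control limits plus 3 SD, set per campaign, cut at about 8.5% in these data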;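 note: 0% = DMSO-only wells as the low control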
# hcDAF-12 act = activates DAF-12 receptor from parasite H. contortus; HEK293 hcDAF-12 lit1-tk-luc reporter, luminescence; 0% DMSO, 100% Δ7-dafachronic acid; activation, % at 6.8 µM; 370,000 compounds, 1.4% hits;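 active = activation above the mean of all tested compounds plus 3 SD, cut at about 5.5% in these data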;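 note: 100% = response to 3 µM Δ7-dafachronic acid high control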
# MBD2 inh = blocks human MBD2 binding to methylated DNA; Q9UBB5; inhibition, % at 4.4 µM; AID 686964; TR-FRET, MBD2 binding to methylated oligonucleotide; 370,000 compounds, 0.31% hits; in the data active = inhibition above about 13%
# An asterisk follows results filed as active; . = not tested or not shown.
# Order of results: SMARCA2 activ, PLCg1 inh, Rev-erbA mod, hgDAF-12 ag, PLCb3 inh, ssDAF12 agonist, DAX1 inh-1, DAX1 inh-2, ADAM17 inh, hcDAF-12 act, MBD2 inh
1	COC(=O)c1ccccc1NC(=O)Cn1c(SC)c(F)cnc1=O
    0, -3, 8, 1.7, 1, -1.3, -0.2, 0.3, 3, -0.8, -5
2	CS(=O)(=O)N(CC(=O)NCCSCc1ccccc1)c1ccccc1Br
    -1, 2, 3, 1.2, -4, -1.8, -0.9, -0.2, -3, -2.3, 6
3	COc1ccc(CN(C)C(=O)c2oc3ccccc3c2CSC)cc1F
    -2, 0, 0, -1.4, -5, -1.3, -1.9, -0.7, 2, -0.6, -1
4	O=C(c1ccc(F)cc1)C1CCN(Cc2cn[nH]c2-c2ccccc2)CC1
    -1, -1, 4, 0.1, -8, -1.6, 0.0, 0.0, -6, 0.5, 9
5	COC(=O)CN1C(=O)C(O)(CC(=O)c2cccc(Br)c2)c2ccccc21 (centres undefined)
    0, -1, -2, 2.2, 3, -0.5, 1.3, 0.9, -2, 0.9, 2
6	Cc1ccc(-n2c(=O)c3sccc3n(CC(=O)NCC3CCCO3)c2=O)cc1F (centres undefined)
    -1, 0, 3, 1.8, -11, -0.8, -1.1, -0.1, -4, 0.2, 10
7	Cc1c(Br)cc(C(=O)OC2CCN(C)CC2)c(C)c1C
    -2, -1, 2, 0.2, 1, -0.7, -0.4, 0.0, -2, -0.9, 4
8	CC(OC(=O)Cn1nnc2ccccc21)C(=O)NC1CCCC1 (centres undefined)
    1, -2, 2, 3.0, -2, -1.4, 0.0, 0.9, -2, -0.4, 0
9	CN(C)Cc1nc2ccccc2c(=O)n1CC#N
    -2, -1, -3, -0.1, -2, -2.0, 3.5, 0.8, 1, -0.2, 4
10	O=C(COc1ccccc1)OCc1csc(Nc2ccccc2)n1
    4, 4, 3, 2.4, 1, -1.4, -0.5, -0.1, 3, 5.0, -3
11	O=C(COC(=O)c1cnc(Cl)c(Cl)c1)NC1CC1
    1, -2, 2, 0.0, 1, -0.8, 1.6, -0.3, -4, -0.6, 0
12	C[C@H]1CN([C@@H](C)CO)C(=O)Cc2cc(NC(=O)CCC(F)(F)F)ccc2O[C@H]1CN(C)Cc1ccc(-c2ccccc2)cc1
    2, 3, 4, 0.2, 4, -1.0, -2.0, 0.0, 8, 0.2, 2
13	C=CCn1c(-c2cc3cccc(OC)c3o2)n[nH]c1=S
    0, -161, -6, 0.4, -248, -1.1, 0.9, 0.1, -52, -1.2, -5
14	S=c1[nH]nc(-c2ccccc2)n1/N=C/c1cccc(Br)c1
    -3, -1, -2, -1.3, -1, -0.2, -1.0, -0.1, -4, -1.4, 3
15	Cc1ccccc1N1CCN(CCCN2C(=O)CC(=C(c3ccccc3)c3ccccc3)C2=O)CC1
    -2, 8, 5, -1.9, -4, -0.7, -0.3, -0.3, 2, -0.4, 5
16	COCCCN1C(=O)[C@H](CC(=O)NCc2cccc(C(F)(F)F)c2)[C@]2(C(=O)OC)CCCCC=C12
    -3, 0, 3, -0.4, 3, -1.5, ., -0.7, -5, -1.5, 3
17	c1cncc(CNc2ncnc3ccc(-c4ccoc4)cc23)c1
    -3, -87, -3, 5.2, -100, -1.7, 0.4, 0.2, -97, -2.5, 0
18	COc1ccc(CN2C[C@]3(C=C(C)Cn4c(=O)n(-c5ccccc5)c(=O)n43)N(C(=O)OCc3ccccc3)C2=NC(=O)c2ccccc2)c(OC)c1
    8.6*, 5, 2, -0.8, 3, -1.4, ., 1.1, 2, -1.3, -1
19	Cc1[nH]ccc(=O)c1OCc1ccc(Cl)cc1
    2, 2, -5, -0.4, 0, 0.2, -0.1, 0.6, -2, -0.1, 0
20	O=C(CCc1nnc(C2CCCCC2)o1)N1CCN(c2ccccc2F)CC1
    5, -1, 1, 8.0, -7, -0.5, 1.5, 1.5, -2, 2.4, 0

[21] O=C(COc1ccc(Br)cc1)OCC(=O)c1ccc[nH]1
[22] COC(=O)c1cc(NC(=O)c2ccc(Cn3cc(Cl)cn3)o2)cc(C(=O)OC)c1
[23] O=C1[C@H]2CC3C=CC2(O3)[C@@H]2OCCCN12 (some centres undefined)
[24] COc1ccccc1N(C(=O)c1snc(C(N)=O)c1N)C(C(=O)NCCC(C)C)c1ccco1 (centres undefined)
[25] COc1ccccc1-c1cc(C(=O)N/N=C/c2ccc(C)s2)c2ccccc2n1
[26] Cc1cc2c(SCC(=O)Nc3ccccc3O)ncnc2s1
Compound	21	22	23	24	25	26
SMARCA2 activ	-2	-3	1	0	-7	-2
PLCg1 inh	3	-1	2	-101	-37	-2
Rev-erbA mod	4	6	0	-4	0	-3
hgDAF-12 ag	0.7	2.7	-2.5	-2.0	-6.8	-0.1
PLCb3 inh	-1	0	4	-144	-47	-8
ssDAF12 agonist	-0.8	-0.6	-0.7	-1.3	-0.8	-0.7
DAX1 inh-1	-1.1	-0.4	3.0	0.8	-2.5	-0.1
DAX1 inh-2	-0.5	-0.7	1.7	-0.8	-0.9	0.7
ADAM17 inh	-2	-4	1	-140	-1	0
hcDAF-12 act	-0.4	0.5	0.6	-2.6	-0.9	-1.5
MBD2 inh	0	-4	-5	-6	-1	0

[27] O=C1CNC(=S)N1Cc1ccccc1
[28] CCCCCCCN1CCC(=O)N([C@H](CO)c2ccccc2)CC1
[29] CCOc1ccc(S(=O)(=O)NCCC(=O)NCC(c2cccs2)N2CCOCC2)cc1 (centres undefined)
[30] O=C1CC(c2ccc3c(c2)OCO3)c2cc3c(cc2N1)OCO3 (centres undefined)
[31] CC1CCCN(C(=O)Nc2cccc(NC(=O)N3CCCC(C)C3C)c2)C1C (centres undefined)
[32] O=C(N[C@H](C(=O)N1CCC[C@H]1C(=O)NCc1ccccc1)c1ccccc1)c1ccc(Cl)cc1Cl
Compound	27	28	29	30	31	32
SMARCA2 activ	-1	0	-1	-2	-4	-1
PLCg1 inh	0	3	1	-4	-1	1
Rev-erbA mod	0	1	1	-1	-4	-9
hgDAF-12 ag	1.4	-2.6	0.6	-0.9	0.0	-0.9
PLCb3 inh	2	3	1	-4	0	0
ssDAF12 agonist	-1.1	-1.2	-0.7	-0.7	-1.5	-1.2
DAX1 inh-1	1.7	-1.0	0.3	0.4	-0.7	.
DAX1 inh-2	-0.6	0.0	0.8	-1.4	-0.9	-0.5
ADAM17 inh	0	-1	0	-4	0	-4
hcDAF-12 act	-1.0	0.2	-1.3	-1.2	-1.7	-0.5
MBD2 inh	2	-1	3	1	-6	2

[33] CC(OC(=O)Cc1ccsc1)C(=O)Nc1ccc(C(N)=O)cc1 (centres undefined)
[34] Cc1ccc(Cn2c(=N)n(CC(=O)c3ccccc3)c3ccccc32)cc1
[35] COC(=O)c1sccc1NC(=O)c1c(F)c(F)c(F)c(F)c1F
[36] Cc1nnc(NC(=O)/C=C/c2ccco2)s1
[37] CCC(=O)Nc1cc(ON=C(C)C)cc([N+](=O)[O-])c1
[38] COc1ccc(CN2CCN(S(=O)(=O)c3ccc(NC(C)=O)cc3)CC2)c(OC)c1OC
Compound	33	34	35	36	37	38
SMARCA2 activ	2	-4	3	1	0	-3
PLCg1 inh	0	-1	2	-3	0	1
Rev-erbA mod	5	-1	-3	0	4	6
hgDAF-12 ag	-0.3	-3.4	-0.1	8.3	0.0	3.3
PLCb3 inh	0	-4	4	-1	2	-1
ssDAF12 agonist	-1.1	-1.4	-1.5	-0.1	-1.0	-1.1
DAX1 inh-1	-0.1	-2.7	.	-0.1	-0.9	-0.7
DAX1 inh-2	0.9	-1.1	-0.5	0.1	-0.6	0.5
ADAM17 inh	-5	1	1	-5	-1	0
hcDAF-12 act	-0.4	-0.6	0.3	5.0	-2.2	-1.3
MBD2 inh	1	1	2	-2	-3	1

[39] Clc1ccc(-n2cnnn2)cc1
[40] COc1ccc(S(=O)(=O)N2CCCC2C(=O)Nc2ccc(O)cc2)cc1 (centres undefined)
[41] CCOc1ccc(C(=O)NC2CCN(S(C)(=O)=O)CC2)cc1
[42] CC1CCCCN1C(=O)C1COc2ccccc2O1 (centres undefined)
[43] Cc1nc(NC(=O)COC(=O)c2cc3c(s2)CCC(C)C3)c(Cl)cc1Cl (centres undefined)
[44] COc1ccc2oc(C(=O)OCC(=O)NCc3ccco3)c(C)c2c1
[45] Cc1cc(N=Nc2ccccc2)cc(C)c1NC(=O)C(F)(F)F
[46] O=C(CSc1nnc([C@@H]2CCCN2)o1)c1ccc(Cl)cc1
[47] COc1ccc(OCCC(=O)N2CCN(C)CC2)cc1
Compound	39	40	41	42	43	44	45	46	47
SMARCA2 activ	-2	2	-3	-3	-2	0	0	4	1
PLCg1 inh	-3	4	5	0	-2	-140	9	-2	1
Rev-erbA mod	1	-3	0	-6	0	-1	-1	4	1
hgDAF-12 ag	-0.1	-1.7	5.3	0.3	0.5	-1.2	8.7	2.1	-1.3
PLCb3 inh	2	0	3	-8	-2	-139	5	0	-4
ssDAF12 agonist	-0.3	-1.1	-0.4	-0.7	-1.2	-0.9	0.1	-1.0	0.2
DAX1 inh-1	-0.4	0.2	0.1	-0.2	0.0	1.1	5.1*	3.2	1.4
DAX1 inh-2	0.8	0.3	0.8	-0.5	0.2	1.0	3.1	1.1	0.2
ADAM17 inh	-6	-1	2	-3	-1	-75	-2	-2	-4
hcDAF-12 act	0.4	0.8	0.3	-0.8	0.2	-1.1	2.1	0.3	-1.1
MBD2 inh	-4	-2	0	8	5	2	-2	2	0
